Source: PubChem BioAssay
ERK EGF inh: blocks ERK signaling stimulated by EGF; HEK293-V1b, EGF-stimulated phospho-ERK AlphaScreen; Potency, µM (top dose mostly 11.5 µM), for inactives: at the highest dose activity change, negative = inhibition, most hits filed as inhibitors; 130,000 compounds, 0.41% hits; active = well fitted inhibition curve with a large enough effect; inconclusive = small, poorly fitted or top-dose-only effect, or effect the other way;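 note: plate controls were stimulated vehicle wells for no effect and unstimulated vehicle basal for full effect; nearly all actives have a fitted effect of over 55% in size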
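Stably V1b-transfected HEK293 cells; 30 min compound, then EGF 25 nM final for 5 min at 37C; 10 min lysis; phospho-ERK by AlphaScreen after 5 hr beads at room temperature.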
Active calls of the source: *; ? = inconclusive; [ ] = dose if it differs, or a comment. Potency is the fitted concentration of half-maximal effect. These rows are one share of the data; rates above refer to the full screens.

structure	ERK EGF inh
CC(=O)Nc1cccc(/C(C)=N/NC(=O)c2ccc(CN3CCOCC3)cc2)c1	3%
COc1ccc(C(=O)N2CCC[C@@]3(CCN(c4ccccc4)C3)C2)cc1	1%
COc1ccc(C(NC(=O)N2CC(C)OC(C)C2)C(Cl)(Cl)Cl)cc1F (stereo not drawn)	7%
Cn1cccc1/C=C1\SC(=S)N(NC(=O)c2ccccc2Cl)C1=O	1%
Cc1cc2c(c(=O)n1CC1CCCO1)C(c1ccc3c(c1)OCO3)C(C#N)=C(N)O2 (stereo not drawn)	3%[57.5 µM]
CNC(=S)N(Cc1cccs1)Cc1cc2cc(OC)c(OC)cc2[nH]c1=O	-1%
Cc1ccc(OCC(=O)N/N=C\c2ccc(C)o2)c([N+](=O)[O-])c1	-5%
Cc1cccc(/C=N/Nc2cc(N3CCOCC3)nc(N3CCOCC3)n2)c1	3%
CC(C)c1ccc(CCNC(=O)c2ccc([N+](=O)[O-])cc2)cc1	-2%
CC(=O)N1CCN(S(=O)(=O)c2cccc(C(=O)OCC(=O)N3CC(=O)Nc4ccccc43)c2)CC1	14%
COCCCNC(=S)N1CCCC(c2nc3cc(C)c(C)cc3[nH]2)C1 (stereo not drawn)	-6%
COc1ccc(CN2CCN(Cc3cccc(OC)c3)C(CCO)C2)cc1 (stereo not drawn)	0%
CCCCCCCCCc1nc2sc3c(c2c(=O)n1NC(=O)c1ccccc1[N+](=O)[O-])CC(C)(C)OC3	-3%
Cc1ccccc1C(=O)N/N=C/c1ccsc1C	8%
NS(=O)(=O)c1ccc(CCNC(=O)COC(=O)CN2C(=O)C3CCCCC3C2=O)cc1 (stereo not drawn)	1%
COc1nn(C(C)C(=O)N2N=C(C(F)F)CC2(O)C(F)F)cc1[N+](=O)[O-] (stereo not drawn)	3%
Cn1c2ccccc2c2cnn(CC(=O)Nc3ccc(Cl)cc3)c(=O)c21	-2%[57.5 µM]
Cc1c(C(=O)O)nnn1-c1nonc1N	-6%
Cc1onc(-c2ccccc2Cl)c1C(=O)N1CCN(c2ncccn2)CC1	5%
CC(=O)N1CCN(C(=O)c2cc(S(=O)(=O)Nc3ccc(S(C)(=O)=O)cc3)ccc2Cl)CC1	0%
C=CCOC(=O)C1=C(C)NC(SCC(N)=O)=C(C#N)C1c1ccc(C)cc1 (stereo not drawn)	4%[57.5 µM]
O=C(C/C=N\OCc1ccc([N+](=O)[O-])cc1)Nc1ccc(Cl)cc1	-4%
CC1=C(C(N)=O)C(c2cccs2)NC(=O)N1 (stereo not drawn)	0%[57.5 µM]
Cc1nc(-c2ccc(-c3ccon3)s2)no1	20%[57.5 µM]
O=[N+]([O-])c1cccc(-c2ccc(SCc3cccnc3)nn2)c1	-7%
CN(C)c1cc(-c2ccc(Cl)cc2Cl)oc(=O)c1Cl	?
CN1c2ccccc2C2(C)CCCC3=Cc4cc([N+](=O)[O-])cc([N+](=O)[O-])c4OC312 (stereo not drawn)	?
Cc1nc2ncnn2c(C)c1CCC(=O)Nc1csc(N)n1	4%
COc1ccc(-c2c(=O)n(OCc3ccccn3)c3ccccc3[n+]2[O-])cc1OC	1%
O=S(=O)(c1ccc(-c2csc(-c3cccnc3)n2)cc1)N1CCCCC1	10%

The final four entries of the section before come first, to join the parts.
structure	ERK EGF inh
CN1c2ccccc2C2(C)CCCC3=Cc4cc([N+](=O)[O-])cc([N+](=O)[O-])c4OC312 (stereo not drawn)	?
Cc1nc2ncnn2c(C)c1CCC(=O)Nc1csc(N)n1	4%
COc1ccc(-c2c(=O)n(OCc3ccccn3)c3ccccc3[n+]2[O-])cc1OC	1%
O=S(=O)(c1ccc(-c2csc(-c3cccnc3)n2)cc1)N1CCCCC1	10%
COc1cccc(NC(=S)N2CCc3cc(OC)c(OC)cc3C2COc2ccc3c(C)cc(=O)oc3c2)c1 (stereo not drawn)	0%
Cc1cccc(NC(=O)NC(C)C(c2ccccc2)N2CCN(C)CC2)c1 (stereo not drawn)	0%
CC(C)c1ccc(/C=N/NC(=O)CC(=O)NC2CCCCC2)cc1	-12%
COc1ccc(C2c3ccc(O)cc3Oc3ncn(CC(C)C)c(=N)c32)cc1 (stereo not drawn)	-6%[57.5 µM]
CN(C)c1ccc(P(=O)(OCc2ccccc2)C(O)c2ccc(Cl)cc2)cc1 (stereo not drawn)	-4%[57.5 µM]
CC(=O)Nc1cc2c(ccc3ccccc32)oc1=O	-3%
CC(C)(C)NC(=O)Cn1c(Cl)nc2ccccc21	-5%
NC(=O)c1ccccc1NC(=S)NC(=O)CCc1ccccc1	-1%
C/C=C(\C)C(=O)N[C@@H](C)CN1C2=NC[C@H](C(C)C)N2C[C@H]1Cc1ccc(OC)cc1	2%[57.5 µM]
COc1ccc2[nH]cc(CCNS(=O)(=O)c3ccccc3)c2c1	-3%
O=C(COc1ccccc1)Nc1nnc(-c2ccco2)o1	9%
Cc1onc(-c2c(Cl)cccc2Cl)c1C(=O)NNc1ccccc1	-12%[57.5 µM]
O=C(N/N=C/C(Cl)=C/c1ccccc1)c1ccccn1	-5%
CCc1ccc(Oc2cc(C)nc(N)n2)cc1	1%
Cc1ccc(Cl)cc1NC1=NC(=S)N(C(C)C)C12CCCCC2	3%
COc1ccc(CC(NC(C)=O)C(=O)NC2CCN(c3c(Cc4ccccc4)c(C)nc4ncnn34)CC2)cc1OC (stereo not drawn)	6%
NCCCCC(NC(CCc1ccccc1)C(=O)O)C(=O)N1CCCC1C(=O)O (stereo not drawn)	-1%
COc1ccc(N2CCN(C(=O)CNS(=O)(=O)c3ccc(C)cc3)CC2)cc1	-4%
COC(=O)c1ccc(SCC(=O)NC2CCCC2)c([N+](=O)[O-])c1	4%
Cc1ccc(-c2csc3ncnc(-n4nnc5ccccc54)c23)cc1C	2%
FC(F)(F)c1cccc(NC(=S)N(CCCN2CCCC2)Cc2cccn2Cc2ccc(Cl)cc2)c1	-3%
CC1(C)OC(=O)C(=NNc2ccccc2)C(=O)O1	16%
CCOCC(=O)Nc1cc(C(=O)OC)cc(C(=O)OC)c1	7%
N#C/C(=C(/O)c1ccc([N+](=O)[O-])cc1)c1nc2ccccc2[nH]1	-9%[57.5 µM]
Cc1nnc(SCC(=O)NC(C)(C)C)n1C1CCCCC1	0%
COC(=O)[C@@H]1C[C@@]2(O)[C@H](O)[C@H](O)[C@H](O)C[C@H]2N1Cc1cccc2ccccc12	1%
Nc1nc(-c2ccco2)nn1C(=O)c1ccc(F)cc1	-12%
COc1ccc(CC(NC(C)=O)C(=O)NC2CCN(c3c4c(nc5ncnn35)CCC4)CC2)cc1OC (stereo not drawn)	5%[57.5 µM]
CCC(C)(C)NC(=O)COc1ccc(C(=O)c2ccccc2)cc1	4%
CNS(=O)(=O)c1ccc(N2CCCC2)c([N+](=O)[O-])c1	1%

Single entries from the results shown:
ERK EGF inh result of CC(C)c1ccc(CCNC(=O)c2ccc([N+](=O)[O-])cc2)cc1 stands at -2%
ERK EGF inh result of CCCCCCCCCc1nc2sc3c(c2c(=O)n1NC(=O)c1ccccc1[N+](=O)[O-])CC(C)(C)OC3 stands at -3%
ERK EGF inh result of Cc1ccc(-c2csc3ncnc(-n4nnc5ccccc54)c23)cc1C stands at 2%

Two compounds drawn at random from those above:
structure	ERK EGF inh
COc1ccc(CC(NC(C)=O)C(=O)NC2CCN(c3c(Cc4ccccc4)c(C)nc4ncnn34)CC2)cc1OC (stereo not drawn)	6%
Cc1cccc(NC(=O)NC(C)C(c2ccccc2)N2CCN(C)CC2)c1 (stereo not drawn)	0%

The list continues.
structure	ERK EGF inh
CNC(=O)C1CC(=O)N(CCc2ccc(OC)cc2)C(=Nc2ccc(OC)cc2)S1 (stereo not drawn)	-15%
S=C(Nc1ccc(Oc2ccccc2)cc1)NC1CCCC1	-2%
Cc1cccc(COCCN2CCN(S(=O)(=O)c3ccccc3)CCC2=O)c1	-5%[57.5 µM]
COCCCNS(=O)(=O)c1ccc(Cl)c(C(F)(F)F)c1	-1%
COc1ccc(CCNC(=O)COc2ccc(N(C)S(=O)(=O)c3ccc(C)cc3)cc2)cc1OC	-5%[57.5 µM]
CCN1CCN(C2CC(=O)NC2=O)CC1 (stereo not drawn)	-8%
Cc1cc(C)nc(N/N=C/c2cn[nH]c2-c2ccc(F)cc2)n1	-26%[57.5 µM]
O=C(NCc1ccc(F)cc1)C(=O)NCC1OCCN1S(=O)(=O)c1cccs1 (stereo not drawn)	5%
CCOC(=O)c1c(C)oc2c1c(C=NCCC(=O)O)c(O)c1ccccc12	-1%
Cc1cc(NS(=O)(=O)c2ccc(NC(=O)c3cc4c(=O)n5ccccc5nc4s3)cc2)nc(C)n1	-8%
O=C(CN1CCS(=O)(=O)CC1)NNC(=O)C1CCCCC1	-7%
Cc1ccc(NC(=O)CSc2nc3ccccc3c(=O)n2CCCN2CCCCC2)cc1Cl	?
N#C/C(=C\c1cccc(O)c1)c1nc2ccccc2o1	-6%[57.5 µM]
O=C(Sc1ccc(Cl)cc1)c1cccc(Cn2cc(C(F)(F)F)ccc2=O)c1	15%[57.5 µM]
O=C(Nc1ccc(F)cc1)Nc1csc2ccccc12	5%[57.5 µM]
COC(=O)C(C(=O)OC)c1ncccc1[N+](=O)[O-]	-11%[57.5 µM]
COc1cc(C2C(C(=O)c3ccc(C)o3)=C(O)C(=O)N2Cc2cccnc2)ccc1O (stereo not drawn)	-1%[57.5 µM]
CC(=O)NCc1ccc(S(=O)(=O)N/N=C/c2ccc(Br)cc2)cc1	2%
CCO[C@@H]1OC(C(=O)NCc2nc3ccccc3[nH]2)=C[C@H](c2ccccc2)[C@H]1CCCO	-22%[57.5 µM]
O=C(CCc1nnc(CCCCc2ccccc2)o1)NC1CCCC1	-5%
CCN(CC)c1ccc(/C=C(\C#N)C(N)=S)cc1	?
CCCc1nc(NCc2ccc3c(c2)OCO3)c2nnn(Cc3ccccc3Cl)c2n1	-9%
O=C(/C=C1\SC(=O)N(CC(=O)Nc2ccc(Cl)cc2)C1=O)Nc1ccc(F)cc1	-6%
Cc1ccc(C)c(C(=O)N(C)CC(=O)Nc2ccccc2C(F)(F)F)c1	5%
O=C(NNC(=S)NCCCN1CCOCC1)c1ccncc1	3%
O=C(N/N=C/c1ccc(OC(=O)c2ccco2)cc1)c1ccccn1	-3%
Cc1noc(C)c1C(=O)OCC(=O)Nc1ccccc1C(=O)NC(C)c1ccccc1 (stereo not drawn)	4%
CCCCN(C(=O)/C=C/c1ccco1)c1c(N)n(Cc2ccccc2)c(=O)[nH]c1=O	12%
CCC(COC(C)=O)Nc1nc2c([nH]1)c(=O)n(C)c(=O)n2C (stereo not drawn)	5%[57.5 µM]
CC(C)(C)c1ccc(S(=O)(=O)N2CCSC2)cc1	0%
Nc1c(C(=O)Nc2ccccc2)c2nc3ccccc3nc2n1-c1ccc(O)cc1	16%[57.5 µM]
COc1ccc(-c2[nH]ncc2CNCC(C)(C)N2CCOCC2)cc1F	-12%
Cc1ccc2c(c1)sc1ncc(NC(=O)c3ccc(F)cc3)c(=O)n12	7%
COc1ccc(C(=O)NC(=S)NNC(=O)c2ccc(NC(=O)C(C)C)cc2)cc1	9%
C/C(=N/NC(=O)C1CC1(c1ccccc1)c1ccccc1)c1ccco1 (stereo not drawn)	1%
CCCOP(=O)(c1ccccc1)c1ccccc1	-10%
Cc1ccccc1C(=O)NNC(=O)CN1C(=O)c2ccccc2C1=O	7%
CC(C)NC(=O)C1CCN(c2ccc(S(=O)(=O)N3CCOCC3)cc2Cl)CC1	-14%[57.5 µM]
CCC(C)[C@H](NC(=O)CCn1nnc2ccccc2c1=O)C(=O)O (stereo partly drawn)	-9%
COc1ccc(C(C)=O)cc1CSc1nc2cc(C(=O)O)ccc2c(=O)n1Cc1ccccc1	9%
O=C(NCc1nnc(SCc2ccccc2)n1-c1ccc(F)cc1)C12CC3CC(CC(C3)C1)C2	8%
COc1ccccc1C(=O)Nc1nnc(SCC(=O)Nc2ccc3c(c2)oc2ccccc23)s1	0%
C=C(C(=O)O)C(CCCCCC)C(=O)O (stereo not drawn)	-13%[57.5 µM]
O=C(/C(=N\Nc1ccccc1)Sc1nnnn1-c1ccccc1)c1ccccc1	1%
CC(C)c1ccc(Cn2ccc3c4c(N)nc(NC5CC5)nc4ccc32)cc1	-13%
CN(C1CCCC1)C1CCN(C(=S)Nc2cc(F)cc(F)c2)CC1	-10%
COC(=O)C1C(c2ccc(N(C)C)cc2)C(C(=O)OC)S(=O)(=O)CS1(=O)=O (stereo not drawn)	4%
O=C(/C=C/Nc1ccccc1C(F)(F)F)c1ccco1	-1%
O=C(C[n+]1cccc(/C=N/O)c1)N1CCCCCC1	1%
O=C(CN1C(=O)NC(CCc2ccccc2)C1=O)NC1CC1 (stereo not drawn)	0%
CNCCCC1c2ccccc2C=Cc2ccccc21	-12%[57.5 µM]
COc1cc(/C=N/NC(=O)c2ccc(COc3ccccc3Cl)o2)cc(Br)c1O	2%
CC(=O)Nc1ccc(S(=O)(=O)N2CCCC(C(=O)O)C2)cc1 (stereo not drawn)	8%

Four entries from above, as labelled records:
> CCC(C)[C@H](NC(=O)CCn1nnc2ccccc2c1=O)C(=O)O (stereo partly drawn)
  ERK EGF inh: -9%

> COc1ccc(C(C)=O)cc1CSc1nc2cc(C(=O)O)ccc2c(=O)n1Cc1ccccc1
  ERK EGF inh: 9%

> O=C(NCc1nnc(SCc2ccccc2)n1-c1ccc(F)cc1)C12CC3CC(CC(C3)C1)C2
  ERK EGF inh: 8%

> COc1ccccc1C(=O)Nc1nnc(SCC(=O)Nc2ccc3c(c2)oc2ccccc23)s1
  ERK EGF inh: 0%
